Platelet DG rel: modulates dense granule release in human platelets. human platelet-rich plasma, SFLLRN dense granule ATP release, luminescence. inhibition, %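 (compounds screened at 7.5 µM in platelet-rich plasma)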. 300,000 compounds, 0.22% hits;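 active = mean replicate score, as percent of positive control, at or above 50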
KCNK3 block: human KCNK3 channel inhibition, primary screen | O14649 | CHO-KCNK3 thallium flux, FluxOR fluorescence; stronger effect = lower value | B-score at 10 µM | 340,000 compounds, 0.84% hits;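 active = B-score under library mean minus 4 SD, starting fluorescence ratio at most library mean plus 5 SD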;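 also: more negative B-score means stronger inhibition of thallium flux through KCNK3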
PolyA inhibitor: yeast polyadenylation inhibition; S. cerevisiae SKY197-pL101 polyadenylation reporter, beta-gal luminescence; efflux-impaired pdr1/pdr3 knockout yeast; score 100 = 6 SD above DMSO; calls only at 12 µM; 300,000 compounds, 0.02% hits; AID 1875;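 active = lowest replicate activity score at least 50, where 100 means six control SD above control mean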;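 also: yeast exposed to compound for 9 h at 30 °C; higher score means more reporter readthrough which indicates perturbed polyadenylation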
TRPC4 agonist: opens the mouse TRPC4 cation channel. HEK293 TRPC4beta/mu-opioid, Fluo4 calcium fluorescence; stronger effect = higher value. B-score at 10 µM. 310,000 compounds, 0.49% hits. AID 2237;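 active = B-score above 5 SD of library B-scores, and initial fluorescence ratio not above library mean plus 5 SD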;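 also: positive B-score marks a calcium rise read as TRPC4 activation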
Target sequence (Q9QUQ5 whole entry, looked up): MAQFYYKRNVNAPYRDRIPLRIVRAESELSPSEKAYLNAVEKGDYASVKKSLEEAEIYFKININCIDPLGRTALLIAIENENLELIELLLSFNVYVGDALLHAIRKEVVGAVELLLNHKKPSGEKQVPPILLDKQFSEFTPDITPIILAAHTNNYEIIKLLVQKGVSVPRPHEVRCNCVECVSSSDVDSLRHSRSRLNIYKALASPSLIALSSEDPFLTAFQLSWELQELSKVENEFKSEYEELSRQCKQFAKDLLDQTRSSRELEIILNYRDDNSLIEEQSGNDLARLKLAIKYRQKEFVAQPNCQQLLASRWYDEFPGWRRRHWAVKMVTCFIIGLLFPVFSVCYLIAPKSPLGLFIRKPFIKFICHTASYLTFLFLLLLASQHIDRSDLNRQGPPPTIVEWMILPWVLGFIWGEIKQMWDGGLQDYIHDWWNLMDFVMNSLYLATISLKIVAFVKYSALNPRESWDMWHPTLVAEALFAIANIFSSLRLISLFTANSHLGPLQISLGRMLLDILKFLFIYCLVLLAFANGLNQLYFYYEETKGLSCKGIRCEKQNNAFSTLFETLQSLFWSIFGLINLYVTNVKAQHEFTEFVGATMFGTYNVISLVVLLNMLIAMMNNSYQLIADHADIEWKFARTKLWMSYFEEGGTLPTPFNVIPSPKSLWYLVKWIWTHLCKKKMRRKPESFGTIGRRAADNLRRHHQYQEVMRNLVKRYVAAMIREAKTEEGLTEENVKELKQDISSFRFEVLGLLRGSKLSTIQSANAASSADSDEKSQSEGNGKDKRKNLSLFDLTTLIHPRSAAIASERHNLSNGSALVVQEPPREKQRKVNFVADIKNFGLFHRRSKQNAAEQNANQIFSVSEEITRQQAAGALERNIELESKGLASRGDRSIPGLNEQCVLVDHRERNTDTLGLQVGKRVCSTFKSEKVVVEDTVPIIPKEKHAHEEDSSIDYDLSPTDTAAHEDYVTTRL
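System – HEK293 cells stably co-expressing mouse TRPC4beta and mu-opioid receptor · Signal – Fluo4 calcium-sensitive dye fluorescence, kinetic, 1 Hz baseline · Benchmarks – buffer (low) and maximal DAMGO (high) · Read-out – B score of integrated fluorescence ratio per well · Incubation – dye loading 45 min room temperature, 110 s kinetic read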
TRPC4 block: TRPC4 (mouse) channel inhibition | B-score at 10 µM | HEK293 TRPC4beta/mu-opioid, DAMGO-evoked Fluo4 calcium flux; stronger effect = lower value | 300,000 compounds, 0.39% hits | Q9QUQ5 | AID 2247;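 active = B-score over 3 SD under the library average, no early fluorescence shift, positive overall ratio signal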
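Assay system: Stable TRPC4beta/mu-opioid receptor HEK293 cells | Reagent: DAMGO in two steps, submaximal then maximal | Compound dosing: Single concentration per test compound | Signal: Fluo4 Ca2+ flux fluorescence | Evaluation: Per-well B score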
hERG rescue: shields human hERG channel from block by proarrhythmic agents. Q12809. CHO-hERG, FluxOR thallium flux, dofetilide IC70 present. activation (rescue from dofetilide block), less the hit threshold, % at 10 µM. 310,000 compounds, 0.51% hits. AID 1511;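 active = activation above the mean of controls blocked by dofetilide plus 5 SD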;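 also: thallium influx through hERG after potassium depolarization seen as dye fluorescence rise; in these data hits start at about 4.7%; inactives centre near -7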
KCNQ1 block: blocks the human KCNQ1 potassium channel; 310,000 compounds, 1.3% hits; B-score at 10 µM; P51787; CHO-K1 KCNQ1, FluxOR thallium flux fluorescence; stronger effect = higher value;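 active = compounds whose thallium flux B-score, printed positive for inhibition, exceeds three library SD while starting fluorescence stays within three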;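 also: channel opened by potassium depolarization with thallium stimulus after 20 min compound exposure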
KCNQ1 act: potentiators or activators of human KCNQ1 potassium channel | P51787 | CHO-K1 KCNQ1, thallium flux FluxOR fluorescence; stronger effect = higher value | B-score at 10 µM | 310,000 compounds, 0.35% hits | AID 2648;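 active = fluorescence ratio B-score, a plate-corrected score, at least three library SD, with initial intensity B-score within 5 SD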
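Material: CHO-K1 cells stably expressing KCNQ1. Medium: assay buffer for compound exposure, DMSO matched across wells. Reagent: K+/Tl+ depolarizing stimulus. Compound dosing: single-concentration screen. Times: 37 °C overnight plating, 90-min dark dye load, 20-min compound pretreatment. Technique: FluxOR Tl+ flux fluorescence.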
TRPC4 PAM: allosterically enhances the mouse TRPC4 cation channel | Q9QUQ5 | HEK293 TRPC4beta/mu-opioid, DAMGO EC20, Fluo-4 Ca2+ flux; stronger effect = higher value | B-score at 10 µM | 310,000 compounds, 0.42% hits | AID 2227;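 active = B-score of calcium response area above 5 SD of library B-scores, with initial fluorescence ratio within 5 SD of library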;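 also: B-score of integrated fluorescence ratio over time as area under calcium response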
Dyrk1A ADPGlo: inhibitors of rat Dyrk1A kinase; inhibition, % at 12.5 µM; 310,000 compounds, 0.43% hits; ADP-Glo luminescence, NFATc1 peptide; AID 504441; in the data active = inhibition above about 50%;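 also: plate controls were vehicle with enzyme for no effect and no enzyme for full effect; many of its hits are not listed in these tables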
KCNK9 inh: inhibitors of human KCNK9 two-pore domain potassium channel; Q9NPC2; HEK293 KCNK9, FluxOR thallium flux fluorescence; stronger effect = lower value; B-score at 10 µM; 310,000 compounds, 1.2% hits; AID 488922;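 active = ratio B-score over 3 SD below the library mean, with starting fluorescence within 5 SD of its mean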;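 also: negative B-score means less thallium flux so channel inhibition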
Numbers without * were called inactive; i = inactive; / = no result given. A portion of the library; the hit share may differ from the screen's.

SMILES | Platelet DG rel | KCNK3 block | PolyA inhibitor | TRPC4 agonist | TRPC4 block | hERG rescue | KCNQ1 block | KCNQ1 act | TRPC4 PAM | Dyrk1A ADPGlo | KCNK9 inh
COc1ccc(C(=O)Nc2ccc3c(c2)C(=O)c2ccccc2C3=O)cc1OC | 20 | i | i | i | i | -8 | i | i | i | -2 | i
OC[C@@H]1CCCN1Cc1cn(-c2ccccc2)nc1-c1ccc2c(c1)OCO2 | 3 | i | i | i | i | -9 | i | i | i | 11 | i
COc1ccc(NC(=O)Cn2ncn3c(cc4ccccc43)c2=O)c(OC)c1OC | 3 | i | i | i | i | -8 | i | i | i | -3 | i
O=C(C1=C[C@H](C2CCCCC2)C[C@H](OCc2ccc(CO)cc2)O1)N1CCN(Cc2ccccc2)CC1 | -1 | i | i | i | i | -11 | i | i | i | 4 | i
Cc1ccc(C(=O)N/C(=C\c2ccco2)C(=O)N2CCSCC2)cc1C | -3 | i | i | i | i | -5 | i | i | i | 2 | i
Cc1ccc(S(=O)(=O)NCCCN(C)C)cc1 | 18 | i | i | i | i | -8 | i | i | i | 3 | i
COC(=O)c1c(NC(=O)Cn2cnc([N+](=O)[O-])n2)sc2c1CCC(C)C2 (centres undefined) | -2 | i | i | i | i | -5 | i | i | i | 5 | i
COC(=O)C1C(O)CCC2CN3CCc4c([nH]c5ccccc45)C3CC21 (centres undefined) | -2 | i | i | i | i | -6 | i | i | i | 11 | i
COc1cccc(-c2csc(N3CCN(C(=O)Nc4ccc(F)cc4)CC3)n2)c1 | 2 | i | i | i | i | -24 | i | i | i | 7 | i
CC(=O)NC(=S)Nc1ccc(S(=O)(=O)N(C)Cc2ccccc2)cc1 | 1 | i | i | i | i | -8 | i | i | i | 9 | i
O=C(Nc1cc([N+](=O)[O-])ccc1N1CCCC1)c1ccccc1 | 12 | i | i | i | i | -7 | i | i | i | / | i
Cn1cccc1/C=N/NC(=O)Cc1ccccc1 | -1 | i | i | i | i | -6 | i | i | i | / | i
COc1ccccc1Cn1c(CCCO)nc2ccccc21 | 2 | i | i | i | i | -10 | i | i | i | 0 | i
Cc1ccc2c(c1)N(C(=O)CCC(=O)NCc1cccc(Br)c1)CC(C)O2 (centres undefined) | -2 | i | i | i | i | -15 | i | i | i | 11 | i
CCc1noc(C)c1C(=O)Nc1cc(S(=O)(=O)N(CC)CC)ccc1N1CCCC1 | -7 | i | i | i | i | -10 | i | i | i | 1 | i
Clc1ccc2nc(CSc3nncn3-c3ccccc3)cn2c1 | 2 | i | i | i | i | -2 | i | i | i | -4 | i
Cc1nn(C)cc1CNC(=O)Nc1ccc(Cl)cc1 | -5 | i | i | i | i | -8 | i | i | i | 3 | i
CC(C)(C)OC(=O)CC1(C#N)c2ccccc2C(Br)=CN1C(=O)c1ccccc1 (centres undefined) | 0 | i | i | i | i | -9 | i | i | i | 4 | -7.4*
CCOc1ccccc1CN(Cc1ccco1)S(=O)(=O)c1ccc(-n2cnnn2)c(OC)c1 | 9 | i | i | i | i | -11 | i | i | i | 3 | i
COc1ccccc1NC(=O)c1nn(-c2ccc(OC(F)(F)F)cc2)ccc1=O | 0 | i | i | i | i | -2 | i | i | i | -6 | i
CCCCC(=O)C1=C(N2CCCC2)CC(C)(C)CC1=O | 3 | i | i | i | i | -9 | i | i | i | 6 | i
COc1ccc(OC)c(Cc2nnc(CCC(=O)NC3CCCC3)o2)c1 | 0 | i | i | i | i | -6 | i | i | i | -5 | i
CCCN1CCN(C(=S)Nc2sc(CC)cc2C(=O)OC)CC1 | -2 | i | i | i | i | -13 | i | i | i | 3 | i
CCC(C)n1ncn(-c2ccc(N3CCN(c4ccc(OC)cc4)CC3)cc2)c1=O (centres undefined) | 3 | i | i | i | i | -5 | i | i | i | -6 | i
CNc1cc(-n2nc(C)cc2-c2ccccc2)ncn1 | 2 | i | i | i | i | -1 | i | i | i | -2 | i
C=C1CCC[C@]2(C)C[C@H]3OC(=O)C(CN4CCCCC4CO)[C@H]3CC12 (some centres undefined) | 3 | i | i | i | i | -6 | i | i | i | / | i
COc1cc(C(=O)NCc2ccc(C)cc2)ccc1OC(F)F | -2 | i | i | i | i | -11 | i | i | i | 7 | i
Fc1ccc(CNC(=S)Nc2cccc(Cl)c2)cc1 | 0 | i | i | i | i | -18 | i | i | i | 2 | i
COCCN1C(=O)N[C@@H](c2ccco2)C(C(=O)OC)=C1C | 6 | i | i | i | i | -6 | i | i | i | -8 | i
COc1ccc(/C=C/c2nc3ccccc3c(=O)n2-c2cccc(C(=O)O)c2)cc1 | -3 | i | i | i | i | -5 | i | i | i | -3 | i
CCCNC(=O)C1(S(=O)(=O)c2ccccc2)CC=CC1 | 2 | i | i | i | i | -1 | i | i | i | 3 | i
C/C(=N\N=c1/sc2ccccc2n1C)c1ccc(N2CCOCC2)cc1 | 9 | i | i | i | i | -1 | i | i | i | 4 | i
O=C(NC1CCCCC1)c1ccc(CS(=O)(=O)c2ccc(Cl)cc2)o1 | -7 | i | i | i | i | -6 | i | i | i | 1 | i
O=C(NC12CC3CC(CC(C3)C1)C2)N1CCN(C2CCCCC2)CC1 | 2 | i | i | i | i | -5 | i | i | i | -7 | i
CN1C(=O)c2ccccc2C(C(=O)NCCCN2CCCC2=O)C1c1c[nH]c2ccccc12 (centres undefined) | 1 | / | i | i | i | -9 | i | i | i | / | i
COc1ccc(C(=O)COC(=O)CCN2C(=O)[C@@H]3[C@H](C2=O)[C@@H]2C[C@H]3C(Br)C2Br)cc1 (some centres undefined) | -17 | i | i | i | i | -8 | i | i | i | 4 | i
Cc1ccccc1NC(=O)CSC(N)=O | -7 | i | i | i | i | -12 | i | i | i | 7 | i
O=C(CN1C(=O)NC2(CCCCCC2)C1=O)Nc1ccc(S(=O)(=O)N2CCOCC2)cc1 | 2 | i | i | i | i | -6 | i | i | i | -3 | i
COc1cc2c(cc1OC)CN(S(=O)(=O)/C=C/c1ccccc1)CC2 | -1 | i | i | i | i | -4 | i | i | i | -1 | i
S=C(NCc1ccco1)N1CCN(c2ccccc2Cl)CC1 | -4 | i | i | i | i | -17 | i | i | i | / | i
O=C(COc1ccccc1C(=O)c1cnn(-c2ccccc2)c1)Nc1ccccc1 | 12 | i | i | i | i | -14 | i | i | i | 7 | i
CN(C)S(=O)(=O)c1ccc(Cl)c(NC(=O)CN2CCN(c3ccccn3)CC2)c1 | -1 | i | i | i | i | -10 | i | i | i | -1 | i
C=C(c1ccc(O)cc1)c1ccc(O)cc1 | 15 | i | i | i | -6* | -18 | i | i | i | 26 | -11*
COc1cc(C2C(C#N)=C(N)Oc3n[nH]c(C)c32)ccc1OC(=O)c1ccccc1 (centres undefined) | -9 | i | i | i | i | -8 | i | i | i | 27 | i
COCCOC1CCN(C(=O)c2cc(COc3ccc(-n4cncn4)cc3)on2)CC1 | -1 | i | i | i | i | -7 | i | i | i | -2 | i
C=C1SC(Nc2c(C)cc(C)cc2C)=NC12CCCCC2 | -1 | i | i | i | i | -9 | i | i | i | -6 | i
CCOCCCNC(=O)C1CCC(CNS(=O)(=O)c2ccc(F)cc2)CC1 (centres undefined) | -7 | i | i | i | i | -4 | i | i | i | 1 | i
O=C(Nc1ccccn1)C1CCN(S(=O)(=O)c2ccc3c(c2)OCCCO3)CC1 | -1 | i | i | i | i | -6 | i | i | i | / | i
Cc1ccc(-c2nnc3sc(CCc4ccccc4)nn23)cc1 | 4 | i | i | i | i | -11 | i | i | i | 1 | i
COc1ccc(C(CC(=O)O)NS(=O)(=O)c2ccc(C)cc2)cc1 (centres undefined) | 0 | i | i | i | i | -7 | i | i | i | -1 | i

Next part.
SMILES | Platelet DG rel | KCNK3 block | PolyA inhibitor | TRPC4 agonist | TRPC4 block | hERG rescue | KCNQ1 block | KCNQ1 act | TRPC4 PAM | Dyrk1A ADPGlo | KCNK9 inh
CN(C)/C=N/c1cc(=O)n(C)c(=O)n1Cc1ccccc1 | 3 | i | i | i | i | -14 | i | i | i | -3 | i
COc1ccccc1CN(C)S(=O)(=O)c1cccs1 | 10 | i | i | i | i | -5 | i | i | i | 2 | i
COCCN(CCOC)C(=O)c1ccc(SCc2ccc(C)cc2)c([N+](=O)[O-])c1 | -4 | i | i | i | i | -12 | i | i | i | -1 | i
Cc1ccc(S(=O)(=O)c2ccc(Cl)cc2)cc1S(=O)(=O)N(C)CC(=O)O | 9 | i | i | i | i | -8 | i | i | i | -6 | i
C=C1N(c2ccccc2)C(=O)OC1(C)C | -5 | i | i | i | i | -14 | i | i | i | 3 | i
Cc1ccc(C(=O)N(Cc2nc(-c3ccc(C)cc3)no2)C(C)C)cc1 | -1 | i | i | i | i | -6 | i | i | i | -1 | i
CCc1ccc(NC(=O)CSc2ccc(-c3sc(C)nc3C)nn2)cc1 | -1 | i | i | i | i | -2 | i | i | i | 12 | i
C/C=C(\C)CN1CCC(n2nccc2NC(=O)CCOc2ccccc2)CC1 | 1 | i | i | i | i | -2 | i | i | i | -1 | i
O=C(Cc1ccccc1)NCC(=O)OCC(=O)c1ccc([N+](=O)[O-])cc1 | -17 | i | i | i | i | -4 | i | i | i | -3 | i
Cc1ccc(SCc2nc3ccccc3[nH]2)cc1 | -1 | i | i | i | i | -8 | i | i | i | 2 | i
CC(=O)OC1CC(C)(C)N(OC(=O)c2ccccc2)C(C)(C)C1 | 1 | i | i | i | i | -7 | i | i | i | -4 | i
Cc1nc(SCN2C(=O)c3ccccc3C2=O)n[nH]1 | 1 | i | i | i | i | -16 | i | i | i | 1 | i
CCC(C)NC(=O)c1cc(Sc2nnc(C)s2)nc2ccccc12 (centres undefined) | 6 | / | i | i | i | -9 | i | i | i | / | i
COc1ccc(NC(=O)CCC(=O)Nc2nnc(C3CCCCC3)s2)c(OC)c1 | 13 | i | i | i | i | -3 | i | i | i | -3 | i

Single entries from the results shown.
Platelet DG rel, COc1ccc(C(=O)Nc2ccc3c(c2)C(=O)c2ccccc2C3=O)cc1OC = 20
Platelet DG rel, COC(=O)c1c(NC(=O)Cn2cnc([N+](=O)[O-])n2)sc2c1CCC(C)C2 (centres undefined) = -2

Source: PubChem (several laboratories)
